ST2 IL33 inh – inhibitors of human ST2 (IL1RL1) binding to IL-33. 2.3% of 78,000 active. AID 1259354. inhibition, % for hits at 17 µM. AlphaLISA ST2-Fc/biotin-IL-33 interaction, 1 h; in the data active = inhibition above about 30%; inconclusive = mostly about 10% to 28%
Target sequence (Q01638 whole entry, looked up): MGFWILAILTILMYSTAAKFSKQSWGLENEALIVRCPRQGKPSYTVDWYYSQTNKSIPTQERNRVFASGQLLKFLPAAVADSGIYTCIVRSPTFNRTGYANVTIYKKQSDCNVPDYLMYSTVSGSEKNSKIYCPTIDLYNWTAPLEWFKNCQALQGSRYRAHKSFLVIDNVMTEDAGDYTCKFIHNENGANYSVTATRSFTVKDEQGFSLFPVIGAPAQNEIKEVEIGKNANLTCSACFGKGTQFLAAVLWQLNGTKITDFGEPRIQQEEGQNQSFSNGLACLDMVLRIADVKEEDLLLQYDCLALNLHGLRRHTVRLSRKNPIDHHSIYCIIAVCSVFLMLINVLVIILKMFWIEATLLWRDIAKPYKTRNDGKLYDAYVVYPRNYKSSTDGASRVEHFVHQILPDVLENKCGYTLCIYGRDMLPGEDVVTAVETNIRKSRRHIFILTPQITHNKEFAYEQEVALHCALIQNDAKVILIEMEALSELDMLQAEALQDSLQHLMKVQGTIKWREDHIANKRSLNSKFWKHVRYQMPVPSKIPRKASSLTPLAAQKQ
Starred values were filed as active, the others as inactive; i = inactive; u = inconclusive. These rows are one share of the data; rates above refer to the full screens.

SMILES	ST2 IL33 inh
CC(C)Cn1cc(C(=O)NCc2cccs2)c2c3ccccc3n(C)c2c1=O	i
Cc1nc(C(=O)N2CCCC(CNC(=O)c3cccc4ccccc34)C2)cs1 (stereo unspecified)	u
CCOCCn1c(=O)c2c(nc3n2CCN3c2cc(C)cc(C)c2)n(C)c1=O	i
CCCN1CCC(N2CCN(S(=O)(=O)Cc3ccccc3)CC2)CC1	i
O=C(Nc1ccccc1F)c1cc2c(=O)n3ccccc3nc2s1	i
O=S(=O)(c1ccc2oc3ccc(S(=O)(=O)N4CCOCC4)cc3c2c1)N1CCOCC1	i
CCN(CC)S(=O)(=O)c1ccc(C(=O)Nc2nnc(-c3cccc(OC)c3)o2)cc1	u
COCC(=O)N1CCC(Oc2ccccc2C(=O)NCCc2ncccc2C)CC1	i
O=C(CN1C(=O)CCc2cc(S(=O)(=O)N3CCCC3)ccc21)Nc1nccs1	i
Cc1ccc(-c2nnc([C@H]3CCN(Cc4ccc(CO)o4)C3)o2)cc1	i
CCc1nc2nc(C)c(NC(=O)Nc3cccc(C)c3)c(=O)n2[nH]1	i
CC1CCCN(Cc2cccc(C(=O)Nc3cc(C4CC4)nn3C)c2)C1 (stereo unspecified)	u
CCC(NC(=O)c1cc(Cn2cnc3ccccc32)[nH]n1)c1cc(C)ccn1 (stereo unspecified)	u
N#Cc1cccc(NC(=O)O[C@@H]2CO[C@H]3[C@@H]2OC[C@@H]3Nc2nccc(-c3cccc(C#N)c3)n2)c1	u
CN1C[C@@H](N)C[C@H]1C(=O)NCc1cccc(-n2cccn2)c1	i
COC(=O)C1=C(NC(=O)c2cc(Cl)cc(Cl)c2)CCS1	u
O=C(C1CCCN1S(=O)(=O)c1cccc2nsnc12)N1CCCC1 (stereo unspecified)	i
O=C(Nc1cc(Cl)ccc1O)c1cc(-c2ccc(Cl)cc2)on1	u
CC(=O)c1ccc(NC(=O)c2cc(C3CC3)on2)cc1	i
CC(C)c1noc(C(C)NC2CCN(C(=O)c3ccccc3)CC2)n1 (stereo unspecified)	i

A draw from above in order of formula weight, lowest first.
SMILES	ST2 IL33 inh
O=C(Nc1cc(Cl)ccc1O)c1cc(-c2ccc(Cl)cc2)on1	u
CC1CCCN(Cc2cccc(C(=O)Nc3cc(C4CC4)nn3C)c2)C1 (stereo unspecified)	u
COCC(=O)N1CCC(Oc2ccccc2C(=O)NCCc2ncccc2C)CC1	i

Next structures.
SMILES	ST2 IL33 inh
O=C(Cn1ccc2ccccc2c1=O)NCC(=O)Nc1ccc(F)c(Cl)c1	i
COc1ccc(C2(CNC(=O)c3cccc([N+](=O)[O-])c3)CCCCC2)cc1OC	i
CC(C)Cc1nc(CCc2cnn(C)c2)n(-c2ccc(F)cc2)n1	i
CC(C)NC(=O)[C@@H]1C[C@H](N)CN1Cc1cc2c(cc1Cl)OCO2	i
O=C1CCCc2cc(S(=O)(=O)N3CCCC3C(=O)NC3CC3)ccc2N1 (stereo unspecified)	i
CCC(C)N(Cc1cccnc1)Cc1cccc(C)n1 (stereo unspecified)	i
C#CCOc1ccc2c3c(c(=O)oc2c1)CCCC3	i
COc1ccccc1-c1cc(C(=O)NCc2ccc(F)cc2)no1	i
CC(C)(C)c1ccc(S(=O)(=O)N(CCCN2CCOCC2)Cc2cccs2)cc1	u
CCOc1ncccc1CNc1nc(-c2cccnc2)nc2c1CCNC2	u
CCC(C)(C)C(=O)Nc1ccccc1OC	i
CCCCN(CCCC)S(=O)(=O)c1ccc(C(=O)Nc2nnc(COC)o2)cc1	u
Cc1cccc(Cn2cc(C(=O)Nc3ccccc3C)ccc2=O)c1	i
O=C(O)CCCNC(=O)Cn1cnc2sc3c(c2c1=O)CCCC3	i
CN1CCN(C(=O)CC[C@H]2CNC(=O)[C@@H]3[C@@H](CCN3C)N2C)CC1	i
Cc1ccc(OCC(O)CNC(C)(C)C)cc1C (stereo unspecified)	i
O=C(Nc1nc(-c2cc3ccccc3oc2=O)cs1)c1ccccc1Br	i
CC(=O)N(C[C@H]1O[C@@H](CC(=O)NC(C)C)[C@H](O)[C@@H]1O)C[C@H]1O[C@@H](CC(=O)NC(C)C)[C@H](O)[C@@H]1O	u
Cc1nc2c(sc3nc4c(cc32)COC(C)(C)C4)c(=O)n1CC1CCCO1 (stereo unspecified)	i
COCCN1C(=O)CO[C@H]2CN(Cc3cnc4ccccc4c3)C[C@H]21	i
C#CCN(CC=C)C(=O)C1CCC(=O)N(CC2CCCCC2)C1 (stereo unspecified)	i
CCN(CC)CCCNCc1ccc(OC)cc1OC	i
COc1ccc(NC(=O)N2C[C@@H]3C[C@H](C2)c2c(NC(=O)Nc4ccccc4)ccc(=O)n2C3)cc1	i
O=C(Nc1c2c(nn1-c1ccccc1)CSC2)c1cccc(Br)c1	i
COc1ccc(N2CC(NC(=O)c3cccc(F)c3)CC2=O)cc1 (stereo unspecified)	i
Cc1ccc2c(C)c(C(=O)N3CCCCC3CCc3ccccn3)oc2c1C (stereo unspecified)	i
CC(=O)Nc1cccc(-c2nc(N(C)C)nc(C)c2C)c1	i
Cc1cccc(NC(=O)CN2C(=O)CC(c3ccccc3)=Nc3ccccc32)c1C	i
Cc1ccccc1N1OC2C(=O)N(c3ccccc3)C(=O)C2C1c1ccco1 (stereo unspecified)	i
COc1cccc(CNc2ccc3c(c2)ncn3C(C)C)c1OC	i
COc1ccc(CCC(=O)NCc2ccncc2)cc1	i
O=C(Nc1cccc(Br)c1)C1CCN(C(=O)c2ccccc2Cl)CC1	u
Cc1c(C(=O)N2CCc3ccccc3C2)sc2nc(-c3ccccc3)cn12	i
COc1ccc(CN2CCCC(CNC(=O)c3ccc(-c4ccccc4)cc3)C2)cc1O (stereo unspecified)	i
Cc1ccc(-n2c(SCC(N)=O)nc3c(c2=O)SCC3)cc1	u
OCCNc1cc(-n2cccn2)ncn1	i
O=C(NCc1cccs1)c1cc(=O)[nH]c2ccc(S(=O)(=O)N3CCCCC3)cc12	i
Cc1ccc(C(=O)/C=C/C=C/C=C/N(C)C)o1	39%*
Cc1nn(-c2ccccc2)c2[nH]c(C(F)(F)F)cc(=O)c12	i
O=C1CCc2cc(S(=O)(=O)NC3CCCC3)ccc2N1	i

Among those listed so far, 2 have a tert-butyl group:
SMILES	ST2 IL33 inh
CC(C)(C)c1ccc(S(=O)(=O)N(CCCN2CCOCC2)Cc2cccs2)cc1	u
Cc1ccc(OCC(O)CNC(C)(C)C)cc1C (stereo unspecified)	i

Remaining list, next part:
SMILES	ST2 IL33 inh
CC(=O)Nc1cnn(-c2ccc(C(=O)NCc3scnc3-c3ccccc3)cc2)c1	u
CC1(C)CC(=O)C2=C(C1)NC1=C(C(=O)c3ccccc31)C2c1ccc(Br)cc1 (stereo unspecified)	u
Oc1ccccc1CN1CCCN(Cc2ccccc2O)C1	i
CCOc1ccc(N2C(=O)C(N3C(=O)c4ccccc4C3=O)C2c2ccc(F)cc2)cc1 (stereo unspecified)	u
COc1cc(OC)c(OC)cc1CN1CCN(Cc2ccc(C)o2)C(CCO)C1 (stereo unspecified)	u
CC(C)CN1CCCC1c1ccc(C(=O)Nc2cnn(C)n2)s1 (stereo unspecified)	i
Cc1cc2oc(=O)cc(C)c2cc1NC(=O)c1cnc(CN2CCCC2)s1	i
COc1ccc(S(=O)(=O)NCc2ccc(S(N)(=O)=O)cc2)cc1	i
Clc1ccc(C2=CC(c3ccccc3)n3nnnc3N2)cc1 (stereo unspecified)	i
CN1CCCN(Cc2cccc(Cl)c2Cl)CC1	i
Cc1cc(NS(=O)(=O)c2ccc(NC(=O)C3CC3c3ccccc3)cc2)nc(C)n1 (stereo unspecified)	i
COc1ccc(NC(=O)CCS(=O)(=O)c2cccc3nonc23)cc1	i
CCOC(=O)c1nn(-c2ccc(Cl)cc2)cc1O	i
COc1cc(C2C(C(N)=O)=C(C)Nc3ncnn32)cc(OC)c1OC (stereo unspecified)	i
O=C(CSc1c2c(nc3ccccc13)CCC2)Nc1ccc2c(c1)OCCO2	i
Cc1ccc(CN2CC34C=CC(O3)C(C(=O)NCc3cccnc3)C4C2=O)cc1 (stereo unspecified)	i
CC1(C)CC(=O)C(C=Nc2ccc(Cl)c(Cl)c2)=C(O)C1	u
Cc1cccc(NC(=O)C(Cc2ccccc2)N2C(=O)C3C4C=CC(C4)C3C2=O)c1 (stereo unspecified)	i
CCOc1ccc(C(=O)Nc2sc3c(c2C(=O)NC)CCCC3)cc1	u
CCC(=O)Nc1nc2ccc3nc(SC)sc3c2s1	i
Cc1ccc(S(=O)(=O)ON=C2C=CC(=O)C=C2)cc1	47%*
COCCn1cc(C(=O)N2CCN(c3ccc(OC)cc3)CC2)c2c3ccccc3n(C)c2c1=O	u
COc1ccc(NC(=O)N2C[C@@H]3C[C@H](C2)c2c(NC(=O)c4cccnc4)ccc(=O)n2C3)cc1	i
O=C(c1ccccc1)c1ccc(OCCCn2ccnc2)cc1	i
CC1(C)Cc2c(sc(N3C(=O)C4CC=C(Cl)CC4C3=O)c2C#N)CO1 (stereo unspecified)	i
Cc1ccc2nc(N3CCC(C)CC3)c(C=O)c(=O)n2c1	i
O=C(c1ccc(S(=O)(=O)N2CCCCC2)cc1)N1CCN=C1SCc1cccc(Cl)c1	i
O=C(c1cccn2c(=O)c3c4c(sc3nc12)CCCC4)N1CCN(c2cccc(Cl)c2)CC1	i
CCc1ccc(CN2CCCC(c3ccnc(SCCN4CCCC4)n3)C2)o1 (stereo unspecified)	u
Cc1ccc(C)c(NC(=O)c2ccc(C)c(Br)c2)c1	i
CC1=C(CCC(C)CC(=O)O)[C@@]2(C)CCCC(C)(C)C2CC1=O (stereo partly specified)	i
CC1CC(C)CN(CCCNC(=O)C2CCN(S(C)(=O)=O)CC2)C1 (stereo unspecified)	i
Nc1nonc1-c1noc(-c2c(F)cccc2F)n1	i
N#Cc1ccc(CN2CC[C@H](c3nnc(-c4ccccc4F)o3)C2)cc1	u
CC(=O)N1CCCN(CC[C@H]2CN(C(=O)NC(C)C)CC[C@H]2CC(=O)O)CC1	i
Cc1ccc(NC(=O)c2sc3nc4c(cc3c2N)CCCC4)cc1	i
CC1=NN(c2ccccc2)C(=O)/C1=C\c1ccc(N(C)C)c(Br)c1	39%*
CCOc1ccc(NC(=O)CN2CCN(Cc3ccc(F)cc3Cl)S2(=O)=O)cc1	i
CCOC(=O)C1(Cc2ccccc2C(F)(F)F)CCN(C(=O)C#Cc2ccccc2)CC1	i
CNC(=O)c1ccc(Cn2c(=O)c3cc(OC)c(OC)cc3n(CC(=O)NCC3CCCO3)c2=O)cc1 (stereo unspecified)	u

7 records picked at random from the list so far, as already listed:
SMILES	ST2 IL33 inh
Cc1ccc(C)c(NC(=O)c2ccc(C)c(Br)c2)c1	i
COc1ccc(NC(=O)N2C[C@@H]3C[C@H](C2)c2c(NC(=O)c4cccnc4)ccc(=O)n2C3)cc1	i
CC1=C(CCC(C)CC(=O)O)[C@@]2(C)CCCC(C)(C)C2CC1=O (stereo partly specified)	i
Cc1ccc2nc(N3CCC(C)CC3)c(C=O)c(=O)n2c1	i
CC(=O)N1CCCN(CC[C@H]2CN(C(=O)NC(C)C)CC[C@H]2CC(=O)O)CC1	i
Cc1ccc(S(=O)(=O)ON=C2C=CC(=O)C=C2)cc1	47%*
CCOc1ccc(NC(=O)CN2CCN(Cc3ccc(F)cc3Cl)S2(=O)=O)cc1	i

Carrying on:
SMILES	ST2 IL33 inh
CC(c1nc2c(s1)CCCC2)N1Cc2ncccc2C1=O (stereo unspecified)	i
O=[N+]([O-])c1ccc(N2CCN(c3ccccc3)CC2)c(S(=O)(=O)N2CCCCC2)c1	50%*
COc1ccccc1CCN1CCC(CN(C)C(=O)Cc2ccsc2)CC1	i
Cc1cccc(Cn2c(CNS(=O)(=O)c3cccc(Cl)c3)nc3cccnc32)c1	i
CCOC(=O)C1(CCCc2ccccc2)CCN(C(=O)c2ccc(OC)nc2OC)CC1	u
CCC(NS(=O)(=O)c1cc(Cl)ccc1OC)C12CC3CC(CC(C3)C1)C2 (stereo unspecified)	i
CNC(=O)CN(c1ccc(C)cc1C)S(=O)(=O)c1ccccc1	u
Cc1c(C(=O)NCc2cccs2)oc2ccc(S(=O)(=O)N3CCOCC3)cc12	i
CCN(CC)S(=O)(=O)c1ccc2oc(C(=O)N3CCCC3)c(C)c2c1	i
Cn1c(=O)c2c(SCC(N)=O)nc(-c3ccc(F)cc3)nc2n(C)c1=O	i
CCn1cnc2sc(C(=O)N3CCN(c4ccc(F)cc4)CC3)c(C)c2c1=O	i
Cn1c(=O)[nH]c(=O)c2c1nc(CN1CCOCC1)n2Cc1ccccc1	i
CC(NC(=O)CSc1nnc(-c2ccc(Cl)cc2Cl)n1N)c1ccccc1 (stereo unspecified)	i
NC(=O)CSc1nccn1Cc1ccccc1	i
O=C(c1cccc(Cl)c1)C1CCCN(S(=O)(=O)c2ccsc2)C1 (stereo unspecified)	i
O=C(c1ccc(C2CCCO2)s1)N1C[C@@H]2[C@H](C1)[C@H]1CC[C@@H]2O1 (stereo partly specified)	i
CCOc1ccc(-c2nc3cc(N=Cc4cccc([N+](=O)[O-])c4O)ccc3o2)cc1	i
CC(C)Cn1cncc1CN1CC(C(=O)O)CC1=O (stereo unspecified)	i
Nc1ccc(-c2nnc(-c3ccc(N)cc3)o2)cc1	37%*
Cc1ccc(S(=O)(=O)NCC(=O)N2CCOCC2)cc1	i

Reformatted with each value named: four of the compounds above
smiles: CNC(=O)CN(c1ccc(C)cc1C)S(=O)(=O)c1ccccc1
- ST2 IL33 inh: u

smiles: Cc1c(C(=O)NCc2cccs2)oc2ccc(S(=O)(=O)N3CCOCC3)cc12
- ST2 IL33 inh: i

smiles: CCN(CC)S(=O)(=O)c1ccc2oc(C(=O)N3CCCC3)c(C)c2c1
- ST2 IL33 inh: i

smiles: Cn1c(=O)c2c(SCC(N)=O)nc(-c3ccc(F)cc3)nc2n(C)c1=O
- ST2 IL33 inh: i

Next section:
SMILES	ST2 IL33 inh
COc1ccc(-c2nc3cnccn3c2Nc2ccc3c(c2)OCCO3)cc1	u
Cc1ccc(-c2noc(CCC(=O)Nc3cc(C)ccn3)n2)cc1	i
Cc1ccc(C)c(NC(=O)CCC(=O)O)c1	i
COc1ccc(OCc2nc(C#N)c(NCCCn3ccnc3)o2)cc1	u
N[C@H]1CO[C@H]2[C@@H]1OC[C@@H]2n1cc(-c2ccccc2)nn1	i
CC(NC(=O)Cn1nc(-c2ccccc2)ccc1=O)c1ccccc1 (stereo unspecified)	i
COc1ccc(-c2nc(CSCC(=O)NC3CC3)c(C)o2)cc1OC	i
Cc1ccc(C)n1CCN1CCN(CC(=O)Nc2ccccc2F)CC1	i
Nc1nonc1-c1nc2ccccc2n1CC(=O)Nc1ccccc1F	i

From PubChem
